Screening results as filed in PubChem BioAssay.
HCV inhibitor: qHTS Assay for Inhibitors of Hepatitis C Virus (HCV). 340,000 compounds, 3.4% hits. Potency, µM (top dose mostly 41.8 µM), for inactives: at the highest dose activity change, negative = inhibition, actives largely listed as inhibitors. Huh7.5.1 HCVcc-Cre infection, luciferase reporter, 44 h; active = well fitted inhibition curve with a large enough effect; inconclusive = small, poorly fitted or top-dose-only effect, or another doubt; inactive = no such curve, though single readings can be large or run the other way
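Seed cells (1,000/well) for 4 h; treat with compound and infect with HCVcc-Cre, moi about 0.5. Incubate 44 h, then detect luciferase activity.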
* = called active by the depositor; ? = inconclusive; [ ] = another dose, or the depositor's remark. % is set by controls: 0 for no effect and ±100 for the full control effect; potency is the fitted concentration of half-maximal effect.

SMILES	HCV inhibitor
CCOC(=O)C1CCCN(C(=O)CSc2nnnn2C)C1 (centres undefined)	0%
COc1ccc(NC(=O)CNC(=O)C2CCCCC2)cc1OC	11%
Nc1ccc(-c2nnn(Cc3ccccc3)n2)cc1	-13%
O=[N+]([O-])c1cc(CS(=O)(=O)Oc2ccc(Cl)cc2)c(O)c([N+](=O)[O-])c1	6%
COc1ccc(NS(=O)(=O)c2cc(NC(=O)COc3ccccc3)ccc2N2CCOCC2)cc1	-21%
CC(NC(=O)COC(=O)C1CC1C)c1cccc(Cl)c1 (centres undefined)	7%
O=C(CSc1nc2scc(-c3cccs3)c2c(=O)n1CCc1ccccc1)N1CCCC1	12%
O=C1NC(CCO)C(=O)NC1CCO (centres undefined)	-7%
Nc1ccc2c(c1)C(O)c1cccc(C(=O)O)c1-2 (centres undefined)	4%
COC(=O)C1=C(c2ccccc2)C[C@@H]2CC[C@H]1N2C(=O)NCc1ccccc1	-22%
O=C(CNC(=O)C1CC1)Nc1ccc(F)c(F)c1F	9%
COc1ccc(S(=O)(=O)Nc2ccccc2C(=O)NN2CCOCC2)cc1OC	24%
C[C@H](CO)N1C[C@H](C)[C@@H](CN(C)Cc2ccc3c(c2)OCO3)Oc2ccc(NC(=O)Cn3cnnn3)cc2C1=O	8%
COc1ccc(-c2nc3c(c(SCC(=O)N4CCCC4)n2)COC(C)(C)C3)cc1	4%
O=C(Nc1nccs1)c1nc[nH]c1C(=O)N1CCN(c2ccccc2)CC1	-5%
COC(=O)/C=C/c1cc(F)ccc1S(=O)(=O)NC(C)(C)C	18%
O=C(C=Cc1ccccc1Cl)c1ccccc1	3%
COC(=O)/C=C/c1ccc2c(c1)S(=O)(=O)N(Cc1ccc(OC)cc1)[C@H]2CC(=O)OC	21%
CCOC(=O)C1=CN(CC)S(=O)(=O)NC1c1cccc(OC)c1 (centres undefined)	22%
Cc1ccc(/C=C/C(=O)OCC(=O)NCc2cccs2)o1	-11%
COc1ccc(CN2C(=O)C(C)Nc3ncnc(N4CCOCC4)c32)cc1 (centres undefined)	0%
CC1CCC(O)(C(C(=O)O)c2ccccc2)CC1 (centres undefined)	19%
COc1ccc(-c2ccc(OC)c(OC)c2OC)cc1	-15%
O=C(O)C1(Nc2ccc(Br)cc2)CCCC1	22%
CC1(C)C(=O)Nc2ccccc2N1C(=O)COc1ccccc1C#N	-3%
O=C(COC(=O)c1ccc(Br)o1)Nc1ccc(F)cc1[N+](=O)[O-]	2%
OC(CN1CCOCC1)c1csc2ccccc12 (centres undefined)	7%
Cn1c(N)c(C(=O)COC(=O)c2ccccc2C(=O)c2ccc(Cl)cc2)c(=O)n(C)c1=O	?
NC(=O)c1ccsc1NC(=O)CN1CCN(S(=O)(=O)c2ccccc2C(F)(F)F)CC1	?
Nc1ccc(-c2cnc3ccccc3n2)cc1	-20%
COc1cc(OC)cc(C(=O)NNC(=O)CCNS(=O)(=O)c2ccc(Br)cc2)c1	11%
O=C1CN(S(=O)(=O)c2cccc(Br)c2)CCN1	4%
CN(C)C(CNC(=O)c1cccc(S(=O)(=O)Nc2ccccc2Cl)c1)c1ccccc1 (centres undefined)	-14%
COc1c(CC=C(C)C)cc(C2CC(=O)c3c(O)cc(O)cc3O2)c(CC=C(C)C)c1O (centres undefined)	?
COc1ccc(C2/C(=C(/O)c3ccc(F)cc3)C(=O)C(=O)N2CCCN(C)C)cc1 (centres undefined)	-16%
O=C1[C@@H](Oc2ccccc2)[C@@H](c2cccnc2)N1c1ccccc1	35µM*
COc1ccc(C2=CSC3=NCCN23)cc1Br	?
CCOC(=O)C1(C#N)Cc2ccccc2C1	17%
COc1cccc(CNCC(=O)NC(=O)NC2CCCC2)c1	2%
CC1CC(C)(C)CC2(C1)NC(=O)N(CC(=O)N1CCN(S(=O)(=O)c3ccc(F)c(F)c3F)CC1)C2=O (centres undefined)	-3%
O=C(CSc1nc2ccccc2o1)Nc1nc2c(s1)CCCC2	?
C[C@H]1CN([C@@H](C)CO)C(=O)c2cc(NC(=O)Nc3cccc4ccccc34)ccc2O[C@@H]1CN(C)Cc1ccc(-c2ccccc2)cc1	52%[activator]
COc1ccc2c(c1)C1(C(=O)O)CC=CCC1(C(=O)O)C2 (centres undefined)	27%
CC(=O)Oc1c(Cl)cc(N(C(C)=O)S(=O)(=O)c2ccccc2)c2ccccc12	?
CSC1=C(C#N)C2(CCCCC2)C(C(=O)Nc2ccccc2)=C(C)N1	-19%
Cc1nc2ncnn2c(N2CCC(C(=O)NCC3CCCO3)CC2)c1Cc1ccccc1 (centres undefined)	7%
Cc1ccc(C(=O)O)cc1NC(=O)CSc1nnc(-c2ccccc2F)n1C1CCCCC1	6%
COc1cc(OC)cc(-c2cc3cc(F)ccc3cn2)c1	?
O=C(/C=C/c1ccc(Cl)c(Cl)c1)Nc1cccnc1	?
CCN(CC)c1ccc(/C=C2\CCC(/C=C(/C#N)C(=O)Nc3ccccc3F)=C2N2CCOCC2)cc1	1%
CC(=O)NC1CC2CCCC(C1)N2C(=O)Nc1cccc(C(C)=O)c1 (centres undefined)	10%
CC1(C)CC=CC(COC(=O)c2ccccc2C(=O)O)C1 (centres undefined)	14%
C=CC(COCc1ccccc1)N(CC(=O)OC)S(=O)(=O)c1cc(Br)ccc1OC (centres undefined)	?
CC(C)(C)NC(=O)C(c1ccc(-c2ccccc2)cc1)N(C[C@H]1CC[C@@H]([C@@H]2CC[C@H](CO)O2)O1)C(=O)c1ccccc1F (some centres undefined)	-21%
O=C(OCc1c(-c2ccccc2)ncc2ccccc12)c1ccco1	-14%[8.37 µM]
CC(C)=CCC[C@](C)(O[C@@H]1O[C@H](CO[C@@H]2O[C@H](CO)[C@@H](O)[C@H](O)[C@H]2O)[C@@H](O)[C@H](O)[C@H]1O)C1CC[C@]2(C)C1C(=O)CC1[C@@]3(C)CC[C@H](O[C@H]4O[C@@H](CO)[C@H](O)[C@@H](O)[C@@H]4O)C(C)(C)C3CC[C@]12C (some centres undefined)	14%
CC1(C)C[C@@H](O)CC2(C1)C[C@]1(C)CC(O)[C@H]2C(C)(C)C1 (some centres undefined)	-2%
Cc1ccccc1NC(=O)COC(=O)c1ccc2c(c1)C(=O)N(CCCN1CCOCC1)C2=O	15%
O=C(O)CN1CCNCCN(CC(=O)O)CCNCC1	?
C[C@]12CC[C@H](O)CC1=CCC1C2CC[C@]2(C)C(=O)[C@H](Br)CC12 (some centres undefined)	4%

The listing continues.
SMILES	HCV inhibitor
COc1cc(C2C3=C(COC3=O)Oc3cc4c(cc32)OCO4)cc(OC)c1O (centres undefined)	-18%
O=C(CN1C(=O)NC2(CCOc3ccccc32)C1=O)Nc1cccc([N+](=O)[O-])c1 (centres undefined)	-16%
O=C(NNC(=O)c1ccc(Cl)cc1Cl)c1ccc2ccccc2c1	1%
COC(=O)C1=C(c2cc3ccccc3s2)C[C@@H]2CC[C@H]1N2C(=O)NCc1ccc(F)cc1	-28%
COc1ccc(C(=O)c2c(-c3ccsc3)oc3ccc(-c4ccc(OC)cc4)cc23)cc1	1%
CCN1C(=O)[C@H]2[C@@H](c3ccc(-c4ccc5c(c4)OCO5)c(OC)c3)N[C@@](C)(C(=O)OC)[C@H]2C1=O	3.2µM*
O=C(CC1SC(N2CCCCC2)=NC1=O)Nc1cccc(C(=O)N2CCCC(C(F)(F)F)C2)c1 (centres undefined)	0%
O=C(NNC(=O)c1cccs1)c1ccc(Cl)c(S(=O)(=O)N2CCCC2)c1	-11%
COc1ccc(Cl)cc1C(=O)NN=C1CCCC1	3%
Cn1cnc(C(=O)NC2CCN(C(=O)OC(C)(C)C)CC2)c1C(=O)NC1CCN(C(=O)OC(C)(C)C)CC1	0%
COc1ccc(C(=O)COC(=O)c2cc(=O)c3ccccc3o2)cc1	14%
CCOC(=O)C1CCN(C(=O)c2ccc(NS(=O)(=O)c3ccc4[nH]c(=O)[nH]c4c3)cc2)CC1	12%
COC(=O)CCc1c[nH]c2ccc([N+](=O)[O-])cc12	-5%
CCC(CO)Oc1cc(NCc2ccncc2)c2ncn(C(C)C)c2c1 (centres undefined)	-11%
CCN1C[C@@H]2[C@@H]3C(=O)N(Cc4ccccc4)C(=O)[C@@H]3[C@](C)(C(=O)OC)N2C1=NC	-17%
COc1ccc(OC)c(NC(=O)CSc2nc3[nH]c(=O)[nH]c(=O)c3s2)c1	0%
CCO[C@@H]1OC(C(=O)Nc2ccccc2)=C[C@H](C)[C@H]1CCCO	-7%
COc1cc(S(=O)(=O)N2CCN(C(=O)C3CC3)CC2)ccc1NC(C)=O	10%
COc1cc(OC)cc(-c2c(-c3cccs3)c3cc(-c4ccc(OCc5ccccc5)cc4)ccc3n2C)c1	15%
CC[C@]1(C(=O)OC)[C@H]2C(=O)N(Cc3ccccc3)C(=O)[C@H]2[C@H]2CN(C)C(=NC)N21	0%[8.37 µM]
O=C1Nc2ccc(S(=O)(=O)NCc3ccco3)c3cccc1c23	-6%
COc1ccc(CC(=O)OCC(=O)NC2CCCC(C)C2C)cc1 (centres undefined)	-11%
OCc1ccc(N=Nc2ccccc2)cc1	10%
O=C1N[C@@H](c2ccccc2)COC(=O)[C@@H](Cc2ccc(F)cc2)C/C=C\C[C@H]1CC(=O)N(CCO)Cc1ccccc1	?
O=C(COC(=O)Cn1cnc2ccccc21)Nc1ccc(F)c(F)c1	14%
CC1CCCCC12NC(=O)N(CC(=O)OCc1ccccc1F)C2=O (centres undefined)	20%
CN(C(=O)CSc1nnnn1-c1ccc(Cl)cc1)C1CCS(=O)(=O)C1 (centres undefined)	-3%
CNC(=S)N1C2CCCC1CC(NC(=O)c1ccc(C)cc1)C2 (centres undefined)	17%
CN(C(=O)c1ccc(NC(=O)Cc2ccc(NC(=O)C3CCN(C(=O)C4CCCC4)CC3)cc2)cc1)C1CCCC1	-25%
COCCNCc1cc(C)n(-c2cc(S(=O)(=O)N3CCOCC3)ccc2N2CCCC2)c1C	-13%

Some of the entries so far, in markdown:
| Structure | HCV inhibitor |
| --- | --- |
| COc1ccc(OC)c(NC(=O)CSc2nc3[nH]c(=O)[nH]c(=O)c3s2)c1 | 0% |
| CCO[C@@H]1OC(C(=O)Nc2ccccc2)=C[C@H](C)[C@H]1CCCO | -7% |

Following part:
SMILES	HCV inhibitor
CC(C)(C)NCC(=Cc1ccccc1)C(=O)c1ccccc1	?
CCOc1ccccc1C(=O)NCC(=O)N1CCC(C)CC1	6%
CC(NC(=O)NC(=O)c1ccc(F)cc1)C1CC1 (centres undefined)	-6%
O=C(Cn1cnc2cc([N+](=O)[O-])ccc2c1=O)N1CCN(S(=O)(=O)c2ccccc2)CC1	-15%
O=C(Nc1ccc(Cl)cc1)c1nc[nH]c1C(=O)NCCCNC(=O)c1[nH]cnc1C(=O)Nc1ccc(Cl)cc1	21%
COC(=O)c1c(NC(=O)Cc2cccs2)sc(C(=O)NC2CCCCC2)c1C	-6%
CCCCN(C(=O)c1cc(-c2ccncc2)nc2ccccc12)c1c(N)n(CC(C)C)c(=O)[nH]c1=O	2%
NC1=NC(=O)/C(=C/c2ccccc2OCC(=O)Nc2ccc(F)cc2)S1	9%
C#Cc1ccc([C@H]2C=C(C(=O)NCc3nc4ccccc4[nH]3)O[C@@H](OCC)[C@@H]2CCCO)cc1	?
COc1ccc(OC)cc1	-5%
N#CC(CCc1ccccn1)c1ccccc1 (centres undefined)	-12%
O=C(Cc1ccc(Cl)cc1)NCCc1ccc(F)cc1	-16%
COC(C[C@H](O)CC(=O)[C@@H](C)OCc1ccccc1)OC	-10%
O=S(=O)(N(Cc1ccccc1)[C@@H](CO)Cc1ccccc1)N(Cc1ccccc1)[C@@H](CO)Cc1ccccc1	-2%
COc1cc(OC)cc(C(=O)N[C@H](C(=O)OCC(=O)Nc2ccc3c(c2)OCO3)C(C)C)c1	?
C=C(C1=CCN(S(=O)(=O)C(C)(C)C)[C@@H]1CCO)c1ccccc1	2%
Brc1ccc2[nH]cc(C=NN3CCCCCC3)c2c1	?
Cc1noc(C)c1S(=O)(=O)N(C)C[C@H]1Oc2ccc(NC(=O)Cc3ccccc3)cc2C(=O)N([C@H](C)CO)C[C@@H]1C	4%
Cc1sc2nnn(CC(=O)N3CCN(C(=O)c4ccco4)CC3)c(=O)c2c1C	-1%
COc1ccc(C(=O)O/N=C2\C(=O)N(C)c3ccccc32)cc1	24%
O=C(COc1ccc(F)cc1Br)NCc1nnc2ccccn12	42%[activator]
CCN(C(=O)CSc1nc2ccccc2n1CC(C)C)c1c(N)n(Cc2ccccc2)c(=O)[nH]c1=O	-1%
Cc1ccsc1C(=O)OCC(=O)NCc1ccccc1	-6%

Given as comma-separated lines: entries from further up.
Molecule,HCV inhibitor
NC1=NC(=O)/C(=C/c2ccccc2OCC(=O)Nc2ccc(F)cc2)S1,9%
C#Cc1ccc([C@H]2C=C(C(=O)NCc3nc4ccccc4[nH]3)O[C@@H](OCC)[C@@H]2CCCO)cc1,?
COc1ccc(OC)cc1,-5%
N#CC(CCc1ccccn1)c1ccccc1 (centres undefined),-12%
O=C(Cc1ccc(Cl)cc1)NCCc1ccc(F)cc1,-16%
COC(C[C@H](O)CC(=O)[C@@H](C)OCc1ccccc1)OC,-10%
O=S(=O)(N(Cc1ccccc1)[C@@H](CO)Cc1ccccc1)N(Cc1ccccc1)[C@@H](CO)Cc1ccccc1,-2%
COc1cc(OC)cc(C(=O)N[C@H](C(=O)OCC(=O)Nc2ccc3c(c2)OCO3)C(C)C)c1,?
C=C(C1=CCN(S(=O)(=O)C(C)(C)C)[C@@H]1CCO)c1ccccc1,2%
Brc1ccc2[nH]cc(C=NN3CCCCCC3)c2c1,?
Cc1noc(C)c1S(=O)(=O)N(C)C[C@H]1Oc2ccc(NC(=O)Cc3ccccc3)cc2C(=O)N([C@H](C)CO)C[C@@H]1C,4%
Cc1sc2nnn(CC(=O)N3CCN(C(=O)c4ccco4)CC3)c(=O)c2c1C,-1%
COc1ccc(C(=O)O/N=C2\C(=O)N(C)c3ccccc32)cc1,24%
O=C(COc1ccc(F)cc1Br)NCc1nnc2ccccn12,42%[activator]
CCN(C(=O)CSc1nc2ccccc2n1CC(C)C)c1c(N)n(Cc2ccccc2)c(=O)[nH]c1=O,-1%
Cc1ccsc1C(=O)OCC(=O)NCc1ccccc1,-6%

The list is partial (hit frequency here may not be typical).
